Tau FP inhib: tau fibrillization inhibition (FP) | P10636 | K18 P301L tau heparin fibrillization, Alexa594 FP, 6 h | Potency, µM (series often up to 57.7 µM), for the others: at the highest dose activity, negative = inhibition, most hits filed as inhibitors | actives 0.39% (n = 280,000); further: nearly all actives have a fitted effect of over 55% in size
Target sequence (P10636 561-689 P618L limits assumed): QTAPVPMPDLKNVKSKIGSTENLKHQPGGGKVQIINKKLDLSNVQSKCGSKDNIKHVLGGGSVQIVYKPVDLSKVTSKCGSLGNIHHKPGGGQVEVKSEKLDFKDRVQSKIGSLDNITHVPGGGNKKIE
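Human K18 P301L fragment (15 uM unlabeled plus 0.24 uM Alexa 594-labeled) in 100 mM sodium acetate pH 7 with compound, aggregation induced by 20 uM heparin for 6 hr at 37 C. ThT (30 uM) added for 1 hr, then Alexa 594 FP read.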
RGS12 GoLoco inh: blocks human Gai1 binding to RGS12 GoLoco peptide, red readout. actives 0.44% (n = 230,000). Gai1:RGS12 GoLoco peptide FP, rhodamine, 10 min. Potency, µM (doses to about 61.6 µM), for the others: top-dose activity, negative = inhibition, usual class: inhibitors. AID 880; active means well fitted inhibition curve with a large enough effect, not every such curve was filed as active; inactive means no such curve, though single readings can be large or run the other way; further: nearly all actives have a fitted effect of over 30% in size; many of its hits are not listed in these tables
KDM4E inh: JMJD2E (human) inhibition. B2RXH2. JMJD2E catalytic domain, FDH-coupled NADH fluorescence (FDH is formaldehyde dehydrogenase). Potency, µM (doses to about 57.1 µM), inactives show at the top dose activity change, negative = inhibition, usual class: inhibitors. actives 1.6% (n = 230,000). AID 2147; active means well fitted inhibition curve with a large enough effect, not every such curve was filed as active; inconclusive means small, poorly fitted or top-dose-only effect, or another doubt; inactive means no such curve, though single readings can be large or run the other way;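 further: 0% = wells with enzyme and -100% = buffer wells without enzyme; nearly all actives have a fitted effect of over 50% in size; many of its hits are not listed in these tables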
Target sequence (B2RXH2 1-337 limits assumed): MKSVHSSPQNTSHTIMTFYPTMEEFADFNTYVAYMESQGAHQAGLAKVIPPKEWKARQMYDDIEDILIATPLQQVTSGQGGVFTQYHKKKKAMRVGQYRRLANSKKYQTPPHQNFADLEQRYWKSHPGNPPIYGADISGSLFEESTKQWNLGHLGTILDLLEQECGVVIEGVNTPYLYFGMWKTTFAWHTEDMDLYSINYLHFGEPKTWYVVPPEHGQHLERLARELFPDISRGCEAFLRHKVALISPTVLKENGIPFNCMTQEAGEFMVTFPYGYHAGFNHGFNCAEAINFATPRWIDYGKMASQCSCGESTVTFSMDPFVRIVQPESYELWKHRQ
TexasRed fluor: Texas Red fluorescence interference in TRb-SRC2 counter-screen. actives 0.29% (n = 280,000). Potency, µM (highest dose often 106 µM), inactives show top-dose fluorescence change, negative = quenching. AID 1479. TRb/SRC2 Texas Red total fluorescence interference; active means well fitted curve in either direction with a large enough effect; inconclusive means small, poorly fitted or top-dose-only effect
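Flags fluorescent or light-absorbing compounds by total fluorescence, S + 2P, at 555 nm excitation and 632 nm emission. Mixture: 20 nM Texas Red SRC2 peptide, 0.6 uM human TRb LBD, 1 uM T3, 5% DMSO; compound exposure 5 h at ambient temperature.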
RECQ1 helicase: blocks DNA unwinding by human RECQ1 | actives 0.54% (n = 240,000) | RECQ1 DNA unwinding, red fluorescence kinetic read | AID 2549 | Potency, µM (top dose mostly 57.3 µM), without a hit: top-dose activity, negative = inhibition, most hits filed as inhibitors;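 further: plate controls were vehicle for no effect and no enzyme for full effect; nearly all actives have a fitted effect of over 30% in size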
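50 nM RECQ1T1 preincubated 15 min with compound in Tris pH 8.0 buffer with MgCl2, DTT, Tween-20 and 2.5 ug/ml poly(dI-dC); started with 200 nM TAMRA/BHQ-2 forked duplex and 2 mM ATP. Unwinding read as fluorescence (525/598 nm), two reads 2 h apart.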
Tau fibril ThT: inhibitors of human tau fibril formation, thioflavin T binding; recombinant tau K18 P301L, heparin-induced fibrillization, ThT fluorescence; AID 1460; Potency, µM (titrated, usually from 57.4 µM), without a hit: at the top dose activity, negative = inhibition, hits mostly inhibitors; P10636; actives 2.1% (n = 270,000); further: nearly all actives have a fitted effect of over 55% in size
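ThT emission at 510 nm, taken 1 hr after adding 30 uM dye, quantifies aggregates formed when 20 uM heparin acts on human tau K18 P301L for 6 hr at 37 C.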
TRb SRC2 PPI: inhibitors of human thyroid hormone receptor beta-SRC2 interaction | P10828 | TRbeta-SRC2 peptide binding, fluorescence polarization; receptor liganded with 1 µM T3 | Potency, µM (highest dose often 106 µM), for the others: at the top dose activity change, negative = inhibition, actives largely listed as inhibitors | actives 0.065% (n = 280,000);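 further: plate controls were bound peptide for no effect and peptide without receptor for full effect; nearly all actives have a fitted effect of over 50% in size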
Target sequence (P10828 whole entry, looked up): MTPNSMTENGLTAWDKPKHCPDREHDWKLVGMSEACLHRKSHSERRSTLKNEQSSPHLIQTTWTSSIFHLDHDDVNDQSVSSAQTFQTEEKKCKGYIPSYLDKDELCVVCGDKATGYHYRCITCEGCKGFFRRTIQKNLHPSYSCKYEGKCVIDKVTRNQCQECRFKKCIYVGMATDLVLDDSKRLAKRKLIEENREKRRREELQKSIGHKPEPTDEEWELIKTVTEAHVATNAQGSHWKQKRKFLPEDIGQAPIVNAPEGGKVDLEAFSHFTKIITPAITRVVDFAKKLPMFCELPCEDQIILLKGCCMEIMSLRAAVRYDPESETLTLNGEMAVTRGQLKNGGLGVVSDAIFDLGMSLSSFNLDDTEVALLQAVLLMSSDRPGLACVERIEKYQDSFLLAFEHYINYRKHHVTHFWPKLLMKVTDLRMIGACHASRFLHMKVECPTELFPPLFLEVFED
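Human TRb ligand-binding domain (0.6 uM) is mixed with 20 nM Texas Red SRC2 peptide and 1 uM T3; after compound addition and 5 hr at ambient temperature, polarization is measured and normalized to unbound and bound controls.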
L3MBTL1 block: blocks human L3MBTL1 | Q9Y468 | AlphaScreen L3MBTL1–H3K9me1 peptide binding | Potency, µM (doses to about 57.1 µM), inactives show at the highest dose activity, negative = inhibition, most hits filed as inhibitors | actives 0.66% (n = 230,000); further: nearly all actives have a fitted effect of over 60% in size
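Displacement of a biotinylated histone H3(1-15) peptide monomethylated at Lys9 (75 nM) from L3MBTL1 (50 nM) was measured by AlphaScreen after a 30 min room-temperature compound incubation; cefsulodin titration served as intraplate control.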
Starred values were filed as active, the others as inactive. Unless noted, the call rests on the fitted dose curve; in most records, active means well fitted curve in the direction sought with a large enough effect; inconclusive means small, poorly fitted or top-dose-only effect, or another doubt; inactive means no such curve, though single readings can be large; an effect the other way counts as inactive or inconclusive. Unless noted, on the % scale 0 is the no-effect control and ±100 the full control effect; potency means the concentration at half of the fitted maximal effect. A portion of the library, so the mix of outcomes need not match the whole.

How did Cc1nc2ccccc2c(=O)n1NC(=O)Cc1ccc(Br)cc1 do in these assays?
Tau FP inhib: 4.5%; RGS12 GoLoco inh: 3.3%; KDM4E inh: 4.7%; TexasRed fluor: 1.2%; RECQ1 helicase: inactive; Tau fibril ThT: 2.3%; TRb SRC2 PPI: -1.8%; L3MBTL1 block: 0.7%

Results for CC1Cc2cc(S(=O)(=O)NCc3ccc(Cl)cc3)ccc2N1C(=O)C1CCC1 (centres undefined) ?
Tau FP inhib: inconclusive; TexasRed fluor: -14.6%; Tau fibril ThT: 7.9%; TRb SRC2 PPI: 4.1%

Results for COc1ccc(/C(O)=C2/C(=O)C(=O)N(CCN3CCOCC3)C2c2cccnc2)cc1OC (centres undefined) ?
Tau FP inhib: 3.3%; RGS12 GoLoco inh: -14.7%; KDM4E inh: inconclusive; TexasRed fluor: -4.0%; RECQ1 helicase: -5.0%; Tau fibril ThT: -9.3%; TRb SRC2 PPI: -6.1%; L3MBTL1 block: 8.5%

What do the screens show for `CNC(=O)c1ccccc1-c1ccccc1`?
Tau FP inhib: -4.7%; RGS12 GoLoco inh: 7.0%; KDM4E inh: 13.0%; TexasRed fluor: -2.7%; RECQ1 helicase: -28.9%; Tau fibril ThT: -1.8%; TRb SRC2 PPI: 0.6%

What do the screens show for `c1ccc(-n2c(-c3ccncc3)nnc2-c2ccco2)cc1`?
Tau FP inhib: 0.0%; RGS12 GoLoco inh: -3.9%; KDM4E inh: inconclusive; TexasRed fluor: 1.9%; RECQ1 helicase: -1.2%; Tau fibril ThT: -6.9%; TRb SRC2 PPI: -1.7%; L3MBTL1 block: -2.8%

Results for c1ccc(Oc2cccc(OCCCCSc3ncccn3)c2)cc1 ?
Tau FP inhib: -10.7%; RGS12 GoLoco inh: -3.8%; KDM4E inh: 0.8%; TexasRed fluor: 0.9%; RECQ1 helicase: -6.9%; Tau fibril ThT: inconclusive; TRb SRC2 PPI: -0.3%

Results for O=C(O/N=C1\C(=O)N(c2ccccc2)c2ccccc21)C1CC1 ?
Tau FP inhib: 7.3%; RGS12 GoLoco inh: 4.7%; KDM4E inh: -1.5%; TexasRed fluor: -3.0%; RECQ1 helicase: -12.0%; Tau fibril ThT: inconclusive; TRb SRC2 PPI: -0.4%; L3MBTL1 block: 0.0%

What do the screens show for `COc1cc(C(C)=O)ccc1OCC(=O)c1cc(C)n(C2CC2)c1C`?
Tau FP inhib: -4.9%; RGS12 GoLoco inh: 10.4%; KDM4E inh: -4.0%; TexasRed fluor: 1.9%; RECQ1 helicase: inactive; Tau fibril ThT: -8.0%; TRb SRC2 PPI: -2.2%; L3MBTL1 block: -13.7%

How did COc1ccccc1C(CCN(Cc1ccccc1)C(C)=O)c1ccco1 (centres undefined) do in these assays?
Tau FP inhib: 7.0%; RGS12 GoLoco inh: -7.1%; KDM4E inh: 3.6%; TexasRed fluor: -1.0%; RECQ1 helicase: -10.8%; Tau fibril ThT: -14.1%; TRb SRC2 PPI: 4.1%

What do the screens show for `Cc1cccc(Oc2nc(-c3cccc([N+](=O)[O-])c3)nc3ccccc23)c1C`?
Tau FP inhib: -6.9%; RGS12 GoLoco inh: -3.9%; KDM4E inh: 9.5%; TexasRed fluor: 0.0%; RECQ1 helicase: -0.7%; Tau fibril ThT: -5.1%; TRb SRC2 PPI: 1.9%; L3MBTL1 block: 3.7%

Quoted at random: 2 records from the list, in no set order.
What do the screens show for `COc1cc(C(C)=O)ccc1OCC(=O)c1cc(C)n(C2CC2)c1C`?
Tau FP inhib: -4.9%; RGS12 GoLoco inh: 10.4%; KDM4E inh: -4.0%; TexasRed fluor: 1.9%; RECQ1 helicase: inactive; Tau fibril ThT: -8.0%; TRb SRC2 PPI: -2.2%; L3MBTL1 block: -13.7%

Results for COc1ccc(/C(O)=C2/C(=O)C(=O)N(CCN3CCOCC3)C2c2cccnc2)cc1OC (centres undefined) ?
Tau FP inhib: 3.3%; RGS12 GoLoco inh: -14.7%; KDM4E inh: inconclusive; TexasRed fluor: -4.0%; RECQ1 helicase: -5.0%; Tau fibril ThT: -9.3%; TRb SRC2 PPI: -6.1%; L3MBTL1 block: 8.5%

New compounds follow
What do the screens show for `CC1CCC(C(C)C)C(OC(=O)CSc2n[nH]c(=O)[nH]c2=O)C1` (centres undefined)?
Tau FP inhib: -2.9%; RGS12 GoLoco inh: 1.4%; KDM4E inh: -8.3%; TexasRed fluor: -2.1%; RECQ1 helicase: 9.4%; Tau fibril ThT: 3.4%; TRb SRC2 PPI: 3.9%; L3MBTL1 block: 5.9%

What do the screens show for `COc1cc2nc(CN3CCOCC3)n(CC(=O)N3CCCCCC3)c(=O)c2cc1OC`?
Tau FP inhib: -5.8%; RGS12 GoLoco inh: 1.7%; KDM4E inh: -1.3%; TexasRed fluor: 0.1%; RECQ1 helicase: -1.8%; Tau fibril ThT: -5.5%; TRb SRC2 PPI: -6.5%; L3MBTL1 block: 5.4%

What do the screens show for `COc1cc(C(c2sc3nc(C)nn3c2O)N2CC(C)CC(C)C2)cc(OC)c1OC` (centres undefined)?
Tau FP inhib: 4.8%; RGS12 GoLoco inh: 7.1%; KDM4E inh: -2.7%; TexasRed fluor: -3.4%; RECQ1 helicase: 4.0%; Tau fibril ThT: 11.1%; TRb SRC2 PPI: 3.2%; L3MBTL1 block: 8.8%

How did O=C(CSc1nc2ccccc2n1S(=O)(=O)c1ccccc1)N1CCCC1 do in these assays?
Tau FP inhib: 2.4%; KDM4E inh: 7.6%; TexasRed fluor: -1.4%; RECQ1 helicase: -9.1%; Tau fibril ThT: -0.2%; TRb SRC2 PPI: 1.3%; L3MBTL1 block: 10.1%

How did CC(=O)Nc1ccc(NC(=O)Nc2cccc(C)c2C)cc1 do in these assays?
Tau FP inhib: 1.2%; RGS12 GoLoco inh: -2.7%; KDM4E inh: 8.4%; TexasRed fluor: -1.7%; RECQ1 helicase: 8.1%; Tau fibril ThT: -12.9%; TRb SRC2 PPI: -8.6%

How did Cc1cc(C)cc(NS(=O)(=O)c2cc3[nH]c(=O)c(=O)[nH]c3cc2C)c1 do in these assays?
Tau FP inhib: -2.1%; TexasRed fluor: 0.1%; Tau fibril ThT: 0.6%; TRb SRC2 PPI: 8.7%; L3MBTL1 block: -0.4%

What do the screens show for `CCOC(=O)c1cc(-c2ccccc2)sc1N`?
Tau FP inhib: 12.2%; RGS12 GoLoco inh: -0.8%; KDM4E inh: -6.3%; TexasRed fluor: -3.7%; RECQ1 helicase: -5.2%; Tau fibril ThT: inconclusive; TRb SRC2 PPI: -15.4%; L3MBTL1 block: -9.9%

What do the screens show for `CCCN1C/C(=C/c2ccc3c(c2)OCO3)C(=O)/C(=C/c2ccc3c(c2)OCO3)C1`?
Tau FP inhib: inconclusive; RGS12 GoLoco inh: -0.4%; KDM4E inh: 10µM*; TexasRed fluor: -0.9%; RECQ1 helicase: -5.9%; Tau fibril ThT: 22.4µM*; TRb SRC2 PPI: -4.5%; L3MBTL1 block: -4.5%

What do the screens show for `O=C(Cc1csc(-c2ccccc2)n1)NCc1ccc(F)cc1`?
Tau FP inhib: -1.6%; KDM4E inh: 6.6%; TexasRed fluor: -3.5%; RECQ1 helicase: -0.2%; Tau fibril ThT: -7.7%; TRb SRC2 PPI: -2.3%; L3MBTL1 block: -6.1%

How did Cc1ccc(-n2nnnc2SCc2nnc(-c3ccccc3Br)o2)cc1 do in these assays?
Tau FP inhib: -3.0%; RGS12 GoLoco inh: 8.0%; KDM4E inh: -1.6%; TexasRed fluor: -2.7%; RECQ1 helicase: -11.8%; Tau fibril ThT: -13.4%; TRb SRC2 PPI: 1.6%; L3MBTL1 block: -2.2%

Results for O=C(CCN1C(=O)c2ccccc2C1=O)Nc1nc2ccccc2s1 ?
Tau FP inhib: 2.1%; RGS12 GoLoco inh: -15.9%; KDM4E inh: -4.9%; TexasRed fluor: -1.4%; RECQ1 helicase: 6.0%; Tau fibril ThT: 9.2%; TRb SRC2 PPI: 10.0%; L3MBTL1 block: -19.3%

Results for Cc1nnc(SCc2ccc(C(=O)O)cc2)s1 ?
Tau FP inhib: 2.4%; RGS12 GoLoco inh: -3.0%; KDM4E inh: 6.1%; TexasRed fluor: 2.8%; RECQ1 helicase: -8.0%; Tau fibril ThT: -3.8%; TRb SRC2 PPI: -1.7%

Results for Cc1ccc(/C=N/NC(=O)CNC(=O)COc2ccc(Cl)cc2)o1 ?
Tau FP inhib: -9.4%; RGS12 GoLoco inh: 2.4%; KDM4E inh: 2.0%; TexasRed fluor: -0.7%; RECQ1 helicase: inactive; Tau fibril ThT: -2.6%; TRb SRC2 PPI: -0.7%

How did COc1ccc(NC(=O)c2nc(SCc3ccc(F)cc3)ncc2Cl)cc1 do in these assays?
Tau FP inhib: -10.3%; TexasRed fluor: -1.1%; Tau fibril ThT: 1.0%; TRb SRC2 PPI: -5.9%

How did Cc1c(Cl)c([N+](=O)[O-])nn1CC(=O)NC1CCCCC1 do in these assays?
Tau FP inhib: 1.8%; RGS12 GoLoco inh: -1.8%; KDM4E inh: 7.0%; TexasRed fluor: -3.0%; RECQ1 helicase: 9.0%; Tau fibril ThT: -5.4%; TRb SRC2 PPI: -0.1%; L3MBTL1 block: 4.5%

How did COC(=O)c1ccc(NC(=O)C(=O)NCCc2sc(-c3cccc(F)c3)nc2C)cc1 do in these assays?
Tau FP inhib: 1.1%; TexasRed fluor: -1.0%; Tau fibril ThT: inconclusive; TRb SRC2 PPI: 1.6%

How did Cn1ccnc1Sc1nc2c(c(=O)n(C)c(=O)n2C)n1C do in these assays?
Tau FP inhib: -7.1%; RGS12 GoLoco inh: -1.6%; KDM4E inh: 3.5%; TexasRed fluor: 0.2%; RECQ1 helicase: inactive; Tau fibril ThT: -6.5%; TRb SRC2 PPI: -9.2%; L3MBTL1 block: 8.0%

Results for Cc1cccc(C)c1OCc1cc(=O)n2ccsc2n1 ?
Tau FP inhib: -1.0%; TexasRed fluor: -2.7%; Tau fibril ThT: -2.5%; TRb SRC2 PPI: 0.9%
